Source: PubChem BioAssay (National Center for Advancing Translational Sciences (NCATS))
TexasRed fluor – Texas Red fluorescence interference in TRb-SRC2 counter-screen | hit rate 0.29% among 280,000 | Potency, µM (series often up to 106 µM), without a hit: top-dose fluorescence change, negative = quenching | TRb/SRC2 Texas Red total fluorescence interference; active means well fitted curve in either direction with a large enough effect; inconclusive means small, poorly fitted or top-dose-only effect
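Flags fluorescent or light-absorbing compounds by total fluorescence, S + 2P, at 555 nm excitation and 632 nm emission. Mixture: 20 nM Texas Red SRC2 peptide, 0.6 uM human TRb LBD, 1 uM T3, 5% DMSO; compound exposure 5 h at ambient temperature.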
TRb-SRC2 inh – TRbeta-SRC2 interaction inhibition; Potency, µM (doses to about 106 µM), for the others: top-dose activity change, negative = inhibition, actives largely listed as inhibitors; hit rate 0.065% among 280,000; P10828; TRbeta-SRC2 peptide binding, fluorescence polarization; receptor liganded with 1 µM T3;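 further: plate controls were bound peptide for no effect and peptide without receptor for full effect; nearly all actives have a fitted effect of over 50% in size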
Target sequence (P10828 whole entry, looked up): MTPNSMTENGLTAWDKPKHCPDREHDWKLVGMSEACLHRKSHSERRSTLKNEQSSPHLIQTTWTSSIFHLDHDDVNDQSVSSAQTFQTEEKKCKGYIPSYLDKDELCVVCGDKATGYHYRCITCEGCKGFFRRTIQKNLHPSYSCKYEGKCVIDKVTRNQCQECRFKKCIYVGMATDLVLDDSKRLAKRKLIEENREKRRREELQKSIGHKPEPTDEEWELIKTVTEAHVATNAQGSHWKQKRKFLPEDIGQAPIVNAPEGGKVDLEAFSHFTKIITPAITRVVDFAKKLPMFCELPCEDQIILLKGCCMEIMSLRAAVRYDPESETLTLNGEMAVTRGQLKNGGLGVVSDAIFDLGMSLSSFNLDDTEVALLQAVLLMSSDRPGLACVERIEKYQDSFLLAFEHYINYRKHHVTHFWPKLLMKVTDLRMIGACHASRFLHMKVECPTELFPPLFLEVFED
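Each compound concentration gave % activity, normalized to unbound and bound Texas Red SRC2 controls, from polarization read after 5 hr ambient incubation with T3-loaded human TRb LBD.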
GAA glycogen mod – inhibitors or activators of human alpha-glucosidase glycogen cleavage; hit rate 0.38% among 300,000; P10253; AID 2100; Potency, µM (doses to about 76.4 µM), inactives show top-dose activity change, negative = inhibition, actives largely listed as inhibitors; recombinant GAA, glycogen substrate, Amplex Red glucose oxidase fluorescence;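 further: 0% = full enzyme reaction and -100% = no-enzyme basal signal; the screen sought inhibitors and activators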
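Recombinant human enzyme (4 nM); glycogen substrate; 37 C, 40 min, pH 5.0. Readout: coupled glucose oxidase/Amplex Red fluorescence.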
Active calls of the source: *; u = inconclusive; [ ] = dose if it differs, or a comment. Unless noted, the call rests on the fitted dose curve; in most records, active means well fitted curve in the direction sought with a large enough effect; inconclusive means small, poorly fitted or top-dose-only effect, or another doubt; inactive means no such curve, though single readings can be large; an effect the other way counts as inactive or inconclusive. Unless noted, on the % scale 0 is the no-effect control and ±100 the full control effect; potency means the concentration at half of the fitted maximal effect. A portion of the library; rates above refer to the full screens.

SMILES | TexasRed fluor | TRb-SRC2 inh | GAA glycogen mod
Cc1ccc(C(=O)Nc2ccc3c(c2)n(C)c(=O)c(=O)n3C)cc1 | 0% | 0% | 3%[76.3 µM]
COCCNC(=O)c1ccc2c(c1)N(Cc1cc(C)ccc1C)C(=O)c1ccccc1S2=O (centres undefined) | 8% | -11% | -9%[76.3 µM]
CC(C)c1nc2n(n1)C1(CCCCC1)[C@@H]1CCCC[C@@H]1N2 | 7% | -12% | 4%[76.3 µM]
COc1ccc(NC(=O)CSc2cc(-c3ccccc3)nc(C)n2)cc1 | 8.9µM*[quencher] | -26% | -1%[76.3 µM]
CC(C)(C)c1ccc(S(=O)(=O)N2CCN(C(=O)c3cc(-c4ccc(Br)cc4)n[nH]3)CC2)cc1 | 10% | 4% | -9%[76.3 µM]
CCc1ccccc1NC(=O)Cn1c(SCc2ccc(F)cc2)nc2ccncc21 | -1% | 6% | 11%[76.3 µM]
Cc1cccc(C)c1NC(=O)Cn1cc(C(=O)C2CC2)c2ccccc21 | -20% | 2% | 11%[76.3 µM]
COC(=O)c1ccccc1NC(=O)CCn1c(=O)c2cccn2c2cccnc21 | -2% | 6% | 14%[76.3 µM]
Cc1ccc(Cl)cc1NC(=O)Nc1cn(CC(C)C)c(=O)c2ccccc12 | 0% | -1% | 11%[76.3 µM]
CC(C)C(NS(=O)(=O)c1ccc2c(c1)oc(=O)n2C)C(=O)N1CCN(c2cccc(Cl)c2)CC1 (centres undefined) | 9% | 4% | -16%[76.3 µM]
CCCCN(CCCNC(=O)c1cc(Nc2ccc(OC)cc2OC)nc2ccccc12)Cc1ccccc1 | -3% | 5% | -15%[76.3 µM]
Nc1nc(N)c(S(=O)(=O)c2ccccc2)c(Nc2ccc(F)cc2)n1 | -16% | 1% | 5%[76.3 µM]
CCCCCn1c(CCNC(=O)c2cccc(C)c2)nc2ccccc21 | -1% | -2% | 4%[76.3 µM]
Cc1ccc(NC(=O)c2ccc(N(Cc3ccccc3)S(C)(=O)=O)cc2)cc1 | u | -7% | -10%[76.3 µM]
Fc1ccccc1N1CCN(c2ncnc3onc(-c4cccc(Cl)c4)c23)CC1 | -1% | -2% | -9%[76.3 µM]
O=C1CN(C(=O)c2ccccc2)C(c2ccc(F)cc2)c2cc(Br)ccc2N1 (centres undefined) | -1% | 10% | -13%
COc1ccc(-c2nc(CN3CCC(C(=O)NCc4ccc(C)cc4)CC3)c(C)o2)cc1OC | 0% | 2% | -15%[76.3 µM]
COc1ccc(C(=O)c2cn(Cc3cccc(C)c3)c3cc4c(cc3c2=O)OCCO4)cc1OC | 2% | 3% | 12%[76.3 µM]
Cc1ccc(C)c(Cn2c(=O)n(CCC(=O)NCc3ccc4c(c3)OCO4)c(=O)c3sccc32)c1 | 4% | 2% | 12%[76.3 µM]
COCCNC(=O)Cn1cc(S(=O)(=O)Cc2ccccc2Cl)c2ccccc21 | 7% | 10% | -6%[76.3 µM]
O=S(=O)(Nc1ccc(C(F)(F)F)cc1)c1ccc2c(c1)OCCO2 | -4% | 10% | -12%[76.3 µM]
N#Cc1ccccc1NC(=O)CSc1nc(-c2ccccc2)cc(C(F)(F)F)c1C#N | 2% | -3% | 17%[76.3 µM]
CC(=O)c1ccc(N2CCN(C(=O)c3cn(C)c(=O)c4c3c3ccccc3n4C)CC2)cc1 | 8% | -1% | -4%[76.3 µM]
Cc1cccc(OCc2cc(=O)n3c4c(sc3n2)CCCC4)c1C | 0% | 3% | -10%[76.3 µM]
COc1ccc2c(c1)c(=O)c(S(=O)(=O)c1ccc(F)cc1)cn2Cc1ccccc1Cl | 0% | -4% | 2%[76.3 µM]
Cc1oc2ccc(O)c(CN(C)Cc3ccccc3)c2c1C(=O)Nc1ccccc1 | 7% | 2% | 12%[76.3 µM]
Cc1ccc(Cl)cc1-n1nnc(-c2nsc(NC(=O)c3ccccc3Cl)n2)c1C | 4% | 1% | 9%[76.3 µM]
CCOc1ccc(N2CC(c3nc4ccccc4n3CCCOc3ccc(OC)cc3)CC2=O)cc1 (centres undefined) | -36% | -5% | 1%[76.3 µM]
CCn1c(=O)c2cc(C(=O)N(C)c3cc(Cl)c(OC)cc3OC)sc2c2ccccc21 | -3% | -3% | -1%[76.3 µM]
COc1cc(NC(=O)CCc2c(C)nn(-c3ccc(N4CCOCC4)nn3)c2C)cc(OC)c1OC | 1% | -10% | 0%[76.3 µM]
COc1ccccc1-c1cc(C(F)(F)F)nc(S(=O)(=O)CCCC(=O)Nc2ccc(F)c(Cl)c2)n1 | -1% | 6% | -3%[76.3 µM]
COc1ccc(N(Cc2cccs2)C(=O)Nc2cccc(Cl)c2)cc1 | -3% | -7% | -13%[76.3 µM]
COc1ccc(C2CC(=O)Nc3cc4c(cc32)OCO4)c(OC)c1 (centres undefined) | -1% | -6% | -2%[76.3 µM]
CC(=O)N1CCc2c(sc3c2c(=O)n(Cc2ccccc2)c(=O)n3CC(=O)Nc2ccc(C)c(F)c2)C1 | -13% | 2% | 1%[76.3 µM]
Cc1ccc(Nc2c(-c3ccc(C)s3)nc3ncccn23)cc1 | 0% | -3% | u
CCc1cccc(C)c1NC(=O)Cn1cnc2c1c(=O)n(C)c(=O)n2C | -15% | -4% | -16%[76.3 µM]
O=C(Cn1nnc2sc(-c3ccccc3)cc2c1=O)Nc1cccc(C(F)(F)F)c1 | 0% | 0% | 13%[76.3 µM]
CC(C)N(C(=O)Cn1cc(S(=O)(=O)Cc2ccc(Br)cc2)c2ccccc21)C(C)C | 1% | 2% | -28%[76.3 µM]
CCOc1ccc(NC(=O)N(Cc2c[nH]c3ccccc23)C2CCCCC2)cc1 | -1% | -4% | -29%[76.3 µM]
O=C(COc1ccccc1F)Nc1ccc(Cl)c(-c2nc3ccccc3[nH]2)c1 | 7% | 3% | 6%[76.3 µM]
CCN1C(=O)C2(c3ccccc31)c1c(oc3ccccc3c1=O)C(=O)N2CCOC (centres undefined) | 4% | 0% | -10%[76.3 µM]
Cc1nn(CC(=O)NC(C)c2ccccc2)c(=O)c2cc3occc3n12 (centres undefined) | -3% | 10% | 16%[76.3 µM]
CCOC(=O)COc1ccccc1C1C(C(=O)OC)=C(C)NC2=C1C(=O)c1ccccc12 (centres undefined) | -5% | 6% | u
CCCCNC(=O)c1cc(-c2ccc(Cl)c(Cl)c2)on1 | 5% | -1% | -10%[76.3 µM]
CCNC(=O)CC1C(=O)N(c2ccc(F)cc2)C(=O)N1CCOC (centres undefined) | -1% | -3% | 12%[76.3 µM]
COc1ccc(CCNCc2c(C(=O)O)c(C)n(Cc3ccccc3C)c2C)c(OC)c1 | -1% | 2% | -11%[76.3 µM]
CCc1cccc(C)c1NS(=O)(=O)c1cc2[nH]c(=O)c(=O)[nH]c2cc1C | 5% | 7% | 14%[76.3 µM]
COc1ccccc1NC(=O)c1c(C)cc(C)nc1SCC(=O)Nc1ccc(C)cc1 | u | -6% | 6%[76.3 µM]
CCc1ccc(C(=O)c2cn(CC(=O)Nc3ccc4c(c3)OCCO4)c3ccc(CC)cc3c2=O)cc1 | 0% | -1% | -10%[76.3 µM]
CC(C)NC(=O)Nc1ccc2c(c1)N(C)C(=O)c1ccccc1S2 | 1% | -1% | 9%[76.3 µM]
Nc1c(C(=O)Nc2ccc(F)cc2)sc2nc(-c3cccs3)cc(C(F)(F)F)c12 | -7% | -2% | 2%[76.3 µM]
CCCSc1nc(=O)c2c(n1C)NC(=O)CC2c1cccc(F)c1F (centres undefined) | -8% | -1% | 4%[76.3 µM]
COc1cccc(C(=O)Nc2ccc3nc(SCCOc4ccccc4)sc3c2)c1 | -1% | 1% | -5%[76.3 µM]
Cc1noc(C)c1S(=O)(=O)Nc1ccc(C(=O)Nc2ccc(Br)cc2)cc1 | -2% | -6% | -4%[76.3 µM]
COc1cccc(-n2c(-c3ccccc3F)nc3c(cnn3-c3ccc(C)cc3)c2=O)c1 | -2% | 2% | -17%[76.3 µM]
COc1ccc(NC(=O)NC(C)c2c(-n3cccc3)sc(C)c2C)cc1OC (centres undefined) | 1% | -3% | 8%[76.3 µM]
Cc1ccc(N(Cc2cccs2)C(=O)Nc2cccc(Cl)c2)cc1 | -18% | 0% | 10%[76.3 µM]
O=C(Nc1ccccc1)N(Cc1cccc(Cl)c1)c1ccccn1 | 7% | 0% | 7%[76.3 µM]
CCc1ccc2oc(C(=O)Nc3nc(-c4ccccc4)ns3)c(C)c2c1 | -2% | -9% | 11%[76.3 µM]
CC1CCCN(Cc2nc3c(c(=O)n(C)c(=O)n3C)n2Cc2ccc(Cl)cc2Cl)C1 (centres undefined) | 0% | -7% | 18%[76.3 µM]
Other entries.
SMILES | TexasRed fluor | TRb-SRC2 inh | GAA glycogen mod
CN(C)c1ccc(CNC(=O)c2ccc(Cn3c(=O)c4cccn4c4cccnc43)cc2)cc1 | 0% | -4% | 16%[76.3 µM]
CCCSc1ncc(Cl)c(C(=O)Nc2ccc(CC)cc2)n1 | -22% | 5% | -5%[76.3 µM]
Nc1c(-c2nc(-c3ccccc3Cl)no2)nnn1-c1ccccc1C(F)(F)F | 1% | -4% | -6%[76.3 µM]
Cc1ccc(-c2noc(-c3ccccc3NC(=O)C3CC(=O)N(c4ccccc4C)C3)n2)cc1 (centres undefined) | -1% | 5% | -1%[76.3 µM]
COc1ccc(N2CCN(C(=O)c3cc(-c4ccc(C)c(F)c4)on3)CC2)cc1 | -1% | -8% | u
Cc1ccccc1N1CC(C(=O)Nc2ccc(Br)cc2)CC1=O (centres undefined) | 2% | -6% | -3%[76.3 µM]
CCOc1cc(C(=O)NCCc2csc3nc(-c4ccc(C)cc4)nn23)cc(OCC)c1OCC | 6% | -4% | 16%[76.3 µM]
CCn1c(=O)c2cc(C(=O)NCCCN3CCC(C)CC3)sc2c2ccccc21 | -18% | 3% | 19%[76.3 µM]
Clc1cccc(N2CCN(c3c4c(nc5nncn35)CCC4)CC2)c1 | -1% | 0% | -8%[76.3 µM]
CC(C)(C)C(=O)Nc1ccc2nc(SCC(=O)N3CCOCC3)sc2c1 | -33% | -4% | 10%[76.3 µM]
CCC(=O)N1CCc2cc(Br)cc(S(=O)(=O)CCC(=O)Nc3cccc(CC)c3)c21 | 0% | -1% | 5%[76.3 µM]
COc1ccc(NC(=O)C(C)Sc2cc(-c3ccccc3)nc(C)n2)cc1Cl (centres undefined) | 8% | -1% | 3%[76.3 µM]
CCC(=O)N1CCc2cc(Br)cc(S(=O)(=O)CCC(=O)N3CCN(c4ccccc4OC)CC3)c21 | -2% | -5% | -6%[76.3 µM]

A second format for some results above.
| structure | TexasRed fluor | TRb-SRC2 inh | GAA glycogen mod |
| --- | --- | --- | --- |
| CCc1ccc2oc(C(=O)Nc3nc(-c4ccccc4)ns3)c(C)c2c1 | -2% | -9% | 11%[76.3 µM] |
| CC1CCCN(Cc2nc3c(c(=O)n(C)c(=O)n3C)n2Cc2ccc(Cl)cc2Cl)C1 (centres undefined) | 0% | -7% | 18%[76.3 µM] |
| CN(C)c1ccc(CNC(=O)c2ccc(Cn3c(=O)c4cccn4c4cccnc43)cc2)cc1 | 0% | -4% | 16%[76.3 µM] |
| CCCSc1ncc(Cl)c(C(=O)Nc2ccc(CC)cc2)n1 | -22% | 5% | -5%[76.3 µM] |
| Nc1c(-c2nc(-c3ccccc3Cl)no2)nnn1-c1ccccc1C(F)(F)F | 1% | -4% | -6%[76.3 µM] |
| Cc1ccc(-c2noc(-c3ccccc3NC(=O)C3CC(=O)N(c4ccccc4C)C3)n2)cc1 (centres undefined) | -1% | 5% | -1%[76.3 µM] |
| COc1ccc(N2CCN(C(=O)c3cc(-c4ccc(C)c(F)c4)on3)CC2)cc1 | -1% | -8% | u |
| Cc1ccccc1N1CC(C(=O)Nc2ccc(Br)cc2)CC1=O (centres undefined) | 2% | -6% | -3%[76.3 µM] |
| CCOc1cc(C(=O)NCCc2csc3nc(-c4ccc(C)cc4)nn23)cc(OCC)c1OCC | 6% | -4% | 16%[76.3 µM] |
| CCn1c(=O)c2cc(C(=O)NCCCN3CCC(C)CC3)sc2c2ccccc21 | -18% | 3% | 19%[76.3 µM] |
| Clc1cccc(N2CCN(c3c4c(nc5nncn35)CCC4)CC2)c1 | -1% | 0% | -8%[76.3 µM] |
| CC(C)(C)C(=O)Nc1ccc2nc(SCC(=O)N3CCOCC3)sc2c1 | -33% | -4% | 10%[76.3 µM] |
